NALP1 inh: NALP1 inhibition; S. cerevisiae NALP1/ASC/caspase-1 growth, X-gal OD620, 72 h; inhibition, % at 10 µM; hit rate 0.61% among 280,000; AID 2071; in the data active = inhibition mostly above about 24%, no sharp cut-off; inactive = mostly below about 32%; also: some compounds called inactive have numbers as strong as hits
MEKK2mut PB1 HTS: signal of MEK5 binding to mutant human MEKK2 PB1 domain; bead flow cytometry, Alexa488-MEK5 binding to MEKK2 mutant; percent response, % at 10 µM; hit rate 0.35% among 290,000; in the data active = percent response above about 24%, passing the limit was not always enough; also: inactives centre near 1; some results filed as inactive read as strong as hits; reference of the scale not given here
FID counter: counter-screen for HCV NS3 helicase inhibitors: DNA intercalator displacement; DNA fluorescent intercalator displacement, fluorescence; inhibition, % at 7.9 µM; hit rate 0.17% among 290,000; in the data active = inhibition above about 37%;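 also: 0% = vehicle and 100% = reference compound; higher means more ethidium bromide displaced from hairpin DNA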
MEKK2wt PB1 HTS: raises or lowers MEK5 binding to wildtype human MEKK2 PB1 domain | bead flow cytometry, Alexa488-MEK5 binding to MEKK2 WT; actives lie on both sides | binding response (% of control), % at 10 µM | hit rate 1.1% among 290,000 | AID 1531; in the data active = binding response below about 67% or above about 130%
MEKK3 PB1 HTS: raises or lowers MEK5 binding to the human MEKK3 PB1 domain. binding response (% of control), % at 10 µM. AID 1529. bead-based flow cytometry, Alexa488-MEK5 binding to MEKK3; actives lie on both sides; 0 = blocked by unlabeled MEK5, 100 = vehicle. hit rate 1.4% among 290,000. Q99759;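 active = binding response more than 3 SD above or below the average of its plate-row segment, actives on both sides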;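 also: Alexa488 bead fluorescence after subtracting the streptavidin-only scavenger bead signal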
OXTR agonist: agonists of human oxytocin receptor. hit rate 0.32% among 320,000. activation, % at 3 µM. CHO-OTR cells, Fluo-8 calcium fluorescence; normalized: DMSO 0%, oxytocin 100%. P30559;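 active = activation above the mean of all tested compounds plus 3 SD, cutoff set per screening run, cut at about 20% in these data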;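 also: peak over basal fluorescence ratio from a 100 s FLIPR kinetic read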
Target sequence (P30559 whole entry, looked up): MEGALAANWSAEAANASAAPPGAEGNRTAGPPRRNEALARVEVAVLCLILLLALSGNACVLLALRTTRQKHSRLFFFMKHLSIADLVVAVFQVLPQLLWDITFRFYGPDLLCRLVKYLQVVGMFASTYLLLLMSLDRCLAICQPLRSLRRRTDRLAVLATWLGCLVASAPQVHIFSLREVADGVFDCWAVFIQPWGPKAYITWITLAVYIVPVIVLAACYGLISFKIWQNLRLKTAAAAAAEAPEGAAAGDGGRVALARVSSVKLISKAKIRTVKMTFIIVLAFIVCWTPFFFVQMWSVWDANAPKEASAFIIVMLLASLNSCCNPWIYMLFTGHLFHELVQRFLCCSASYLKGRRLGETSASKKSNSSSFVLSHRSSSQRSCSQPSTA
M18AAP inhibitor: PfM18AAP enzyme inhibition; inhibition, % at 7.35 µM; recombinant PfM18AAP, H-Glu-NHMec fluorogenic cleavage; hit rate 1.2% among 290,000;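 active = inhibition above the campaign mean inhibition over all tested compounds plus 3 SD, cut at about 28% in these data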;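 also: 0% = plate median of test compound wells and 100% = 2 mM ZnCl2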
GPR7 antag: human neuropeptides B/W receptor 1 antagonism | P48145 | GPR7-expressing cells, fluorescence antagonist assay | inhibition, % at 4.4 µM | hit rate 1.1% among 290,000 | AID 1861; in the data active = inhibition above about 16%, passing the limit was not always enough;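 also: cells stimulated with the agonist NPW; 0% = agonist with vehicle and 100% = vehicle without agonist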
Target sequence (P48145 whole entry, looked up): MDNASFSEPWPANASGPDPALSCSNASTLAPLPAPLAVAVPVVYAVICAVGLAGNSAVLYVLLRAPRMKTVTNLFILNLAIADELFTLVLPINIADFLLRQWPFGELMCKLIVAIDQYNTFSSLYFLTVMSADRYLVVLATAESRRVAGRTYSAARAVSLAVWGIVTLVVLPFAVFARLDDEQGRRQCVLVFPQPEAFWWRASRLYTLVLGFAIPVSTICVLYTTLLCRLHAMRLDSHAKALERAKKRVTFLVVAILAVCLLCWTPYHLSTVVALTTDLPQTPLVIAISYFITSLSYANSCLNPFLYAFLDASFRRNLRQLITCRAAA
PHOSPHO1 block: blocks human PHOSPHO1 phosphatase activity; recombinant PHOSPHO1, absorbance phosphatase assay; Q8TCT1; inhibition, % at 13.3 µM; AID 1565; hit rate 1.1% among 290,000; in the data active = inhibition above about 60%
Target sequence (Q8TCT1 whole entry, looked up): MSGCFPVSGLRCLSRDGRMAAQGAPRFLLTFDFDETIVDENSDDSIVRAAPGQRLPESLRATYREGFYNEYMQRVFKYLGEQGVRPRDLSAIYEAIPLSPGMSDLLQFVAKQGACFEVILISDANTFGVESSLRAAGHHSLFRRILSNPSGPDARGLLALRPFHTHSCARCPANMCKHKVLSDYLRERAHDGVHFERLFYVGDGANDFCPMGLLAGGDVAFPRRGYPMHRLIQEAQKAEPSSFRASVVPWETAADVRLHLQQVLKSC
* = called active by the depositor; / = no result given; [ ] = another dose, or the depositor's remark.

SMILES | NALP1 inh | MEKK2mut PB1 HTS | FID counter | MEKK2wt PB1 HTS | MEKK3 PB1 HTS | OXTR agonist | M18AAP inhibitor | GPR7 antag | PHOSPHO1 block
COc1ccc(S(=O)(=O)N2CCC(C(=O)NCC(c3cccs3)N(C)C)CC2)cc1 (stereo unspecified) | 12 | 1 | 3 | 102 | 102 | -0.3 | -2 | -6 | 6
C[C@@H]1CCC(=O)N(C[C@@H](C)CSc2ccccc2)CC1 | 11 | -1 | -36 | 110 | 103 | -2.5 | 7 | 3 | -2
COc1ccc(OC)c(C2=NOC(C(=O)Nc3cc(C)nn3-c3ccccc3)C2)c1 (stereo unspecified) | 24 | 8 | -17 | 103 | 103 | 0.0 | 3 | 2 | -14
COc1ccc(OC)c(/C=C/C(=O)c2ccc3c(c2)OCCO3)c1 | 2 | 5 | -13 | 100 | 103 | -1.7 | 1 | -7 | 36
Cc1cc(NC(=O)c2cccs2)n(-c2nc3ccccc3[nH]2)n1 | 32 | -3 | -4 | 97 | 99 | -1.4 | 6 | -12 | 16
O=C(NCc1ccccc1)C(c1ccco1)N(C(=O)c1ccccn1)c1ccc(F)cc1 (stereo unspecified) | -6 | -10 | -28 | 90 | 90 | -0.2 | 6 | 8 | 26
Cc1ccccc1C(=O)NNC1=NCCC1 | -4 | 7 | -2 | 108 | 108 | 0.2 | 6 | 6 | 7
COC(=O)c1ccccc1NC(=O)COC(=O)C1CCCCC1 | / | -3 | -18 | 99 | 96 | -1.9 | 2 | -10 | 44
Cc1ccc(-n2ncc(C(=O)Nc3ccc(Cl)cc3)c2C2CCNCC2)cc1C | 0 | -9 | 6 | 114 | 97 | 1.0 | 3 | -3 | -13
COc1cccc(NS(=O)(=O)c2ccc3c(c2)NC(=O)CC(=O)N3)c1 | 1 | 2 | -4 | 104 | 99 | 0.3 | -2 | -4 | 44
Cc1ccc(CNC(=O)CCS(=O)(=O)c2cc3c(cc2Cl)NC(=O)CO3)o1 | 6 | 4 | -8 | 104 | 102 | -0.1 | 4 | -9 | 18
CCOc1ncccc1C(=O)OCC(=O)Nc1ccc(C(C)C)cc1 | -6 | 0 | -21 | 112 | 113 | -2.4 | -6 | -6 | 36
CCOC(=O)Cn1nc(C)c(NC(=O)COc2ccc([N+](=O)[O-])c(C)c2)c1C | 2 | -8 | -3 | 88 | 91 | 0.3 | 0 | -11 | 9
COC(=O)c1ccc(N2OC3(C)C=CC2CC3)cc1 (stereo unspecified) | 28 | -2 | 1 | 100 | 98 | 0.2 | 6 | -5 | -3
Cc1ccc2cc(CCNC(=O)c3cc4ccccc4o3)c(=O)[nH]c2c1C | 15 | -1 | -11 | 102 | 116 | 4.2 | 5 | -4 | -7
CCc1ccc(C(=O)O)cc1 | 3 | -11 | -3 | 91 | 93 | 0.3 | 4 | -11 | 42
CC/C(=N/O)c1cnnc(SC)n1 | 26 | -2 | 0 | 100 | 97 | 1.2 | 4 | -15 | 4
CCOC(=O)c1cc(COc2cc(Cl)cc(Cl)c2)on1 | / | 6 | -15 | 98 | 102 | 0.0 | -3 | 1 | 42
O=C(COC(=O)c1cnccn1)c1ccc([N+](=O)[O-])cc1 | -8 | 4 | 7 | 99 | 100 | -0.2 | 40* | -6 | -12
CN(C)C(=O)N1CCC(C(=O)NCc2ccccc2Cl)CC1 | 24 | 3 | -5 | 107 | 105 | 0.3 | 5 | -16 | 33
CC1(C)CC(=O)C=C(NCCN2CCN(C(=O)Nc3ccccc3)CC2)C1 | 6 | -4 | -11 | 90 | 94 | 0.3 | -1 | -19 | 10
CN(C)/C=C/C(=O)c1ccccc1OCc1cnc(Cl)s1 | 9 | 1 | -8 | 99 | 103 | 1.7 | 4 | 11 | 45
Cc1ccc(S(=O)(=O)NCCCn2ccnc2)cc1C(=O)NC(C)C | -3 | 12 | -5 | 114 | 102 | 0.6 | 5 | -7 | 45
C/C(=N/NC(=O)C1CCCN1C(=O)c1ccc([N+](=O)[O-])cc1)c1ccc(Br)cc1 (stereo unspecified) | 12 | 1 | -25 | 100 | 101 | / | -3 | -14 | /
CCOC(=O)c1cc(-c2cccc([N+](=O)[O-])c2)n[nH]1 | 30* | -1 | 3 | 100 | 100 | -1.0 | 3 | -4 | 20

Retrieved by structure from the entries so far (four):
SMILES | NALP1 inh | MEKK2mut PB1 HTS | FID counter | MEKK2wt PB1 HTS | MEKK3 PB1 HTS | OXTR agonist | M18AAP inhibitor | GPR7 antag | PHOSPHO1 block
CC/C(=N/O)c1cnnc(SC)n1 | 26 | -2 | 0 | 100 | 97 | 1.2 | 4 | -15 | 4
CCOc1ncccc1C(=O)OCC(=O)Nc1ccc(C(C)C)cc1 | -6 | 0 | -21 | 112 | 113 | -2.4 | -6 | -6 | 36
Cc1ccc(S(=O)(=O)NCCCn2ccnc2)cc1C(=O)NC(C)C | -3 | 12 | -5 | 114 | 102 | 0.6 | 5 | -7 | 45
COc1ccc(OC)c(C2=NOC(C(=O)Nc3cc(C)nn3-c3ccccc3)C2)c1 (stereo unspecified) | 24 | 8 | -17 | 103 | 103 | 0.0 | 3 | 2 | -14

Following part
SMILES | NALP1 inh | MEKK2mut PB1 HTS | FID counter | MEKK2wt PB1 HTS | MEKK3 PB1 HTS | OXTR agonist | M18AAP inhibitor | GPR7 antag | PHOSPHO1 block
COc1cc(C=C(c2nc3ccccc3s2)c2nc3ccccc3s2)ccc1O | / | -1 | -24 | 101 | 127 | 3.3 | 1 | -5 | -4
Cn1c(=O)c2c(nc(Sc3n[nH]c(N)n3)n2Cc2ccccc2Cl)n(C)c1=O | 18 | 5 | 0 | 108 | 106 | -0.7 | -5 | -13 | 23
O=S(=O)(Nc1ccccc1)c1ccc(-c2cnc(C3CC3)o2)cc1 | 21 | 0 | -23 | 98 | 102 | 0.1 | 0 | 12 | 5
Cc1noc(/C=C/N(C)C)c1S(=O)(=O)N1CCCC(C(=O)Nc2ccc(F)cc2F)C1 (stereo unspecified) | 1 | 2 | -37 | 100 | 101 | 0.5 | 3 | -16 | 38
COc1ccccc1/C=C1\SC(=S)N(CCC(=O)Nc2nnc(C)s2)C1=O | 9 | 3 | -2 | 99 | 100 | 0.5 | 5 | -7 | 27
COC(=O)CCCC(=O)N1CCC(CO)(CCc2ccccc2)CC1 | 26 | 4 | -22 | 99 | 100 | -0.4 | 1 | -1 | /
CCNC(=O)c1c(O)c2c([nH]c1=O)CCCC2 | / | 2 | -1 | 112 | 121 | 0.9 | -12 | -8 | 19
Cc1ccc2c(c1)C(=O)N(CCCCO)C2=O | 12 | 0 | -1 | 98 | 90 | 2.0 | -8 | 8 | 1
Cc1nn(-c2ccccc2)nc1C(=O)Nc1ccc2[nH]ncc2c1 | 14 | 5 | -12 | 103 | 113 | -1.2 | -4 | 1 | 29
N#Cc1ccc(Oc2ccc(C(N)=O)cc2)cc1C#N | 10 | 5 | 3 | 104 | 120 | 2.8 | -9 | 10 | -7
O=C1CC(SC2=NCCS2)C(=O)N1c1ccc(Br)cc1 (stereo unspecified) | 35 | -2 | 0 | 101 | 97 | 2.5 | -5 | 1 | -7
CCN(CC)S(=O)(=O)c1cc(Br)ccc1OC | -1 | 2 | -6 | 107 | 107 | -2.2 | -5 | 1 | -18
COCCNC(C)C(=O)C12CC3CC(CC(C3)C1)C2 (stereo unspecified) | 20 | 7 | -3 | 106 | 114 | -0.4 | -22 | 18 | -7
CC(Sc1nncn1C)C(=O)Nc1ccc(Cl)cn1 (stereo unspecified) | 21 | 2 | -1 | 106 | 107 | -2.1 | 8 | -12 | 0
CC(C)CN(C(=O)COC(=O)Cn1cnc2ccccc2c1=O)C1CCS(=O)(=O)C1 (stereo unspecified) | -8 | -2 | 4 | 99 | 101 | -0.1 | 3 | -18 | 21
CCOCCOC(=O)c1[nH]c2c(c1C)C(=O)CC(c1cccs1)C2 (stereo unspecified) | 12 | 0 | -16 | 98 | 101 | -0.2 | -5 | 13 | -4
Cc1ccc(N(CC(=O)N(C)Cc2ccccc2)S(C)(=O)=O)cc1C | -22 | 2 | -34 | 96 | 100 | -0.3 | 2 | -3 | /
Cc1cnnn1-c1ccc([N+](=O)[O-])cc1 | -10 | 7 | -10 | 95 | 100 | -0.1 | 2 | -11 | 9
Cc1ccc(NC(=O)NC2(C(=O)NCc3ccccc3)CCCCC2)cc1 | 26 | -4 | -17 | 90 | 93 | 0.1 | 8 | -18 | -18
COc1cc(/C=N\NC(=O)CNC(=O)c2cccc([N+](=O)[O-])c2)ccc1O | -15 | 6 | 10 | 104 | 102 | -0.4 | 18 | 5 | 8
CC(Oc1ccc(Cl)cc1)c1ccnn1S(C)(=O)=O (stereo unspecified) | 33 | 2 | 0 | 105 | 100 | -0.7 | 7 | 0 | 13
O=C(O)c1ccc(N2C(=O)CC(SC(=NCc3ccc4c(c3)OCO4)Nc3ccc(F)cc3)C2=O)cc1 (stereo unspecified) | 5 | -3 | -24 | 84 | 95 | 0.1 | 7 | 6 | 11
COc1ccc(CN2CCc3ccccc3C2)c(OC)c1 | / | 21 | 1 | 109 | 113 | 1.3 | -1 | -10 | 56
CC(=O)c1ccc(NC(=O)CCc2nnc3ccc(N4CCCC4)nn23)cc1 | -6 | 8 | -42 | 105 | 102 | 0.1 | 7 | -9 | 33
Cc1ccc(CNC(=O)CSc2ccc(-c3ccco3)nn2)cc1 | 11 | 1 | -10 | 107 | 97 | -2.2 | -12 | -9 | -3

(more compounds)
SMILES | NALP1 inh | MEKK2mut PB1 HTS | FID counter | MEKK2wt PB1 HTS | MEKK3 PB1 HTS | OXTR agonist | M18AAP inhibitor | GPR7 antag | PHOSPHO1 block
CCC(=O)n1nc(-c2ccc(OC)cc2)nc1SC | -2 | 3 | -3 | 103 | 97 | -1.1 | -1 | -7 | 10
CNc1ccccc1NC(=O)CCn1c(=S)oc2ccccc21 | / | -5 | -11 | 93 | 95 | -0.6 | 6 | 6 | 51
COCCCn1c(-c2ccsc2)nc2c1c(=O)[nH]c(=O)n2Cc1ccccc1 | 27 | -5 | -6 | 95 | 87 | -1.0 | 1 | 1 | -8
Cc1c(F)cccc1NC(=O)CCCCCC1NC(=O)NC1C (stereo unspecified) | -12 | 9 | -4 | 110 | 101 | 0.6 | 0 | -8 | 4
CCOC(=O)CSc1ncnc2c(C(=O)OCC)c3n(c12)CCC3 | 24 | -2 | -22 | 113 | 105 | -1.5 | -6 | 11 | -10
S=C(Nc1ccc(Cl)cc1)NN1CCOCC1 | 24 | 0 | 6 | 116 | 97 | 1.5 | 0 | -15 | -2
Cn1ncc2c(Nc3cccc(C(=O)O)c3)ncnc21 | -5 | 7 | -2 | 104 | 105 | 0.5 | -10 | 14 | 12
COc1ccc(/C=C/C(=O)NCCc2c[nH]c3ccccc23)cc1OC | 9 | 10 | -18 | 106 | 99 | 1.5 | 2 | 6 | 14
COc1ccccc1-c1noc(CCC(=O)Nc2cccc(C(F)(F)F)c2)n1 | 8 | -3 | -11 | 99 | 103 | 4.0 | 1 | 7 | -6
CCCN1C2CCCC1CC(NC(=O)c1ccccc1OC)C2 (stereo unspecified) | 9 | 2 | 2 | 104 | 102 | 1.1 | -8 | -3 | 29
CCOC(=O)Cc1csc(NC(=O)c2ccc(OC)c(OC)c2)n1 | 4 | -42 | -15 | 0.0*[inhibitor] | 1.0*[inhibitor] | 1.8 | 4 | -12 | 34
Cc1ccc(S(=O)(=O)Nc2ccccc2C(=O)Nc2ccc(S(=O)(=O)Nc3nccc(C)n3)cc2)cc1 | 38 | 1 | -30 | 99 | 99 | -1.0 | -9 | -11 | -16
O=C(Cc1ccc(F)cc1)Nc1ccc(S(=O)(=O)N2CCCCC2)cc1 | -16 | 1 | -12 | 98 | 103 | 4.5 | 2 | 3 | 30
CCOC(=O)c1sc2nc(C)nc(NCCc3ccccn3)c2c1C | 5 | / | -14 | / | / | 0.1 | -7 | -4 | 2
COc1ccc(O)c(C(=O)c2cc(C#N)c(=O)n(Cc3ccccc3)c2)c1 | -12 | -1 | -14 | 99 | 97 | 1.9 | 9 | -12 | 2
COc1ccc(N2CCN(C(=O)COc3ccc4c(C)cc(=O)oc4c3)CC2)cc1 | 13 | 0 | -15 | 98 | 103 | 0.8 | 3 | 0 | 21
